CXXC DNA block: blocks binding of human MLL CXXC domain to DNA; Potency, µM (highest dose often 115 µM), for inactives: at the top dose activity change, negative = inhibition, actives largely listed as inhibitors; AID 2662; Q03164; 290,000 tested, 0.037% active; MLL-CXXC / FITC-HOXA9 DNA fluorescence polarization; active = well fitted inhibition curve with a large enough effect in the polarisation, with a control signal flat, not every such curve was filed as active; inconclusive = small, poorly fitted or top-dose-only effect, or effect the other way, or a change in a side signal; inactive = no such curve, though single readings can be large or run the other way; the % refers to the polarisation; also: potency is read from the fitted curve at half-maximal effect
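Steps: dispense CXXC domain solution (7 uM) → pin compounds or unlabeled HOX-A9 DNA control → 5 min ambient → add FLSN-HOX-A9 solution (50 nM) → spin → 30 min ambient → fluorescence polarization. Tris pH 7.5/NaCl/DTT/BSA buffer.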
MBNL1-CUG inh: blocks human MBNL1 binding to CUG repeat RNA | AID 2675 | Potency, µM (series often up to 57.5 µM), for inactives: at the top dose activity change, negative = inhibition, usual class: inhibitors | TR-FRET MBNL1-His/biotin-(CUG)12 binding, 665/545 ratio | Q9NR56 | 280,000 tested, 0.036% active; active = well fitted inhibition curve with a large enough effect in the signal ratio, with a control signal flat, not every such curve was filed as active; inconclusive = small, poorly fitted or top-dose-only effect, or effect the other way, or a change in a side signal; inactive = no such curve, though single readings can be large or run the other way; the % refers to the signal ratio; also: potency is read from the fitted curve at half-maximal effect; % is scaled to controls: 0 for no effect and ±100 for the full control effect
Target sequence (Q9NR56 whole entry, looked up): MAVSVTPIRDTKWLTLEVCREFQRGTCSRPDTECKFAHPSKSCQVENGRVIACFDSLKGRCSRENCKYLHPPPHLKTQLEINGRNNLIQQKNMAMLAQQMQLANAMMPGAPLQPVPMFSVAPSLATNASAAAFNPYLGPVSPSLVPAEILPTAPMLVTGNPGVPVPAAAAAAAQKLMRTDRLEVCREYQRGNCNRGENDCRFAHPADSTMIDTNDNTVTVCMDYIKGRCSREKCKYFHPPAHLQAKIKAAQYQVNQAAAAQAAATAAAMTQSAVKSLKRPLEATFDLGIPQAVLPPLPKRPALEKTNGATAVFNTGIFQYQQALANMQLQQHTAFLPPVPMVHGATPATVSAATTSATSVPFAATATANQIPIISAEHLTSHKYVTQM
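Compound titration spanned 92 nM–58 uM against the MBNL1-His/biotin-(CUG)12 complex. After 60 min at room temperature with 5 nM streptavidin-XL665 and 0.055 ng/ul terbium anti-His, ratiometric 665/545 nm emission (Ex 340 nm) normalized to controls.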
hERG WT inh: inhibitors of human wildtype KCNH2 potassium channel; U2OS, BacMam KCNH2, thallium flux FluxOr; active compounds read low; AID 720551; 340,000 tested, 0.37% active; activity change, % at 1.84 µM;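 active = maximum activity change below -70%; inconclusive = maximum activity change between -70% and -50%; inactive = maximum activity change above -50%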; also: % is scaled to controls: 0 for no effect and ±100 for the full control effect
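U2OS cells were transduced with wild-type KCNH2 virus (2.03 x 10^8 / mL) for 4 h at room temperature, then cultured overnight at 37 C. Thallium flux was read with FluxOr dye. Rate constants were normalized to DMSO controls.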
Integrin act MD: activates integrin-mediated alleviation for muscular dystrophy; Potency, µM (top dose mostly 38.3 µM), for the others: top-dose activation, most hits filed as activators; 350,000 tested, 0.064% active; AID 624291; alpha7betagal myoblasts, beta-gal FDG fluorescence, 48 h;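 also: potency is read from the fitted curve at half-maximal effect; 100% = response of the positive control SU9516; nearly all actives have a fitted effect of over 60% in size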
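alpha7betagal+/- myoblasts (passage 13, 250/well) treated 48 h at 37C with compounds at 1:260 dilution of DMSO stock. Lysed, then beta-galactosidase activity read as FDG fluorescence (ex 480/em 540) after 30 min, with pre-read for autofluorescence.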
GALK inhibitor: galactokinase (human) inhibition; P51570; Purified GALK, Kinase-Glo residual ATP luminescence; Potency, µM (doses to about 57.5 µM), for inactives: at the top dose activity change, negative = inhibition, actives largely listed as inhibitors; 270,000 tested, 0.007% active; AID 1868; also: potency is read from the fitted curve at half-maximal effect; % is scaled to controls: 0 for no effect and ±100 for the full control effect
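The enzyme phosphorylates galactose (100 uM) using ATP (35 uM); inhibition is detected as higher residual ATP, quantified by bioluminescence after 1 h reaction at room temperature, pH 8.0.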
KCNH2 3.1 block: blocks the human KCNH2 3.1 channel isoform; U2OS KCNH2 3.1, thallium flux FluxOr; active compounds read low; activity change, % (tested at about 1.8 µM); 340,000 tested, 0.95% active; AID 720553;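 active = maximum activity change below -70%; inconclusive = maximum activity change from -70% to -50%; inactive = maximum activity change above -50%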;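 also: thallium influx rate constant from kinetic fluorescence after stimulation buffer; % is scaled to controls: 0 for no effect and ±100 for the full control effect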
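U2OS cells transduced with KCNH2 3.1 mutant virus (1.77 x 10^8 /mL, 4 h), plated overnight at 37 C, loaded 45 min with FluxOr dye plus Red40 quencher. Thallium flux rate constant from kinetic reads after stimulation buffer, normalised to controls.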
TRPV1 agonist: human TRPV1 agonism; Q8NER1; TRPV1-expressing cells, Fluo-8 calcium influx, agonist mode; activation, % at 8.33 µM; 320,000 tested, 0.19% active; AID 540275; in the data active = activation above about 80%; inconclusive = between about 30% and that limit; also: 0% is about no effect
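TRPV1-expressing cells were cultured overnight at 35.5C and loaded with Fluo-8 calcium dye for 40 to 90 min at room temperature. After a 10 s baseline, compound was added and calcium influx was read kinetically for 3 min (ex 480/em 520 nm).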
S-ASM inh: blocks human secretory acid sphingomyelinase | P17405 | placental ASM, HMU-PC fluorogenic substrate, 60 min | Potency, µM (series often up to 57.5 µM), for inactives: top-dose activity change, negative = inhibition, most hits filed as inhibitors | 340,000 tested, 0.006% active; also: potency is read from the fitted curve at half-maximal effect
Target sequence (P17405 47-631 limits assumed): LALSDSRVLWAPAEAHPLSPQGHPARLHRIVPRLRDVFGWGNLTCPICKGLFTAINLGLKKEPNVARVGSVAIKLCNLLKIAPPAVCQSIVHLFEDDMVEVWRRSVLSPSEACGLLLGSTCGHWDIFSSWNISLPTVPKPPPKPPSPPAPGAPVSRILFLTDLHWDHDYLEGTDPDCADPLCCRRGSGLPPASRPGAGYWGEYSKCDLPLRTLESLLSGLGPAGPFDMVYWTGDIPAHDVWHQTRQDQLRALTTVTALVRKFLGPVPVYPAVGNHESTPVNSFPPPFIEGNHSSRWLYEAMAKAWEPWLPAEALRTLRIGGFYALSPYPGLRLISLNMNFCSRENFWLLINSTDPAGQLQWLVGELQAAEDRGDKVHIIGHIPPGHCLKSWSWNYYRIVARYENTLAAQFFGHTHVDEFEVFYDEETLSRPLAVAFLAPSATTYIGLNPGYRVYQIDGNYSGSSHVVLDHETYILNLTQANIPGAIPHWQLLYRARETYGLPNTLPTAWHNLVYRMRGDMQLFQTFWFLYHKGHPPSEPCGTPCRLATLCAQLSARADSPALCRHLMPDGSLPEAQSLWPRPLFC
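Human placenta-derived ASM preincubated with compound 10 min at room temperature, then reacted with 9 uM (final) fluorogenic HMU-PC substrate for 60 min at 37 C. Stop solution raises pH to 10; fluorescence read at Ex 386/Em 447 nm.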
A-T KAP1 phos: potential ataxia-telangiectasia treatments restoring KAP-1 phosphorylation. […] A-T fibroblasts, KAP-1 phosphorylation AlphaLISA; neocarzinostatin DNA damage 30 min before lysis. Potency, µM (highest dose often 57.5 µM), without a hit: at the top dose activation, actives largely listed as activators. 320,000 tested, 0.19% active. AID 485349; also: potency is read from the fitted curve at half-maximal effect; % of control where 0% means no effect; nearly all actives have a fitted effect of over 45% in size
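hTERT-immortalized A-T patient fibroblasts ([…]), 500 cells/well in OPTI-MEM, 1% FBS, got compounds for 60 min, then NCS for 30 min at 37C. Lysates were then assayed for phospho-KAP-1 by AlphaLISA (anti-pKAP1 donor, anti-KAP1 acceptor beads), 6 hr at 25C.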
Coupling enz: counter-screen for Giardia aldolase inhibitors: coupling enzyme system; coupling enzyme system counterscreen, AmpLite Red fluorescence; activity change, negative = inhibition, % at 58.2 µM, hits read low; 290,000 tested, 0.67% active; AID 2472; in the data active = activity change below about -30%; also: % is scaled to controls: 0 for no effect and ±100 for the full control effect
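Final compound at 57.5 uM, incubated 10 min at RT with coupling enzyme reagent (glyceraldehyde-3-phosphate), then 20 min with substrate and AmpLite Red detection. Fluorescence read at 525/598 nm; tests interference with the coupling assay, not aldolase inhibition.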
* marks the source's active call; other numbers are inactive results; u = inconclusive; x = not tested or not shown; [ ] = another dose, or the depositor's remark. Unless noted, calls follow the shape of the dose curve; as a rule, active = well fitted curve in the direction sought with a large enough effect; inconclusive = small, poorly fitted or top-dose-only effect, or another doubt; inactive = no such curve, though single readings can be large; an effect the other way counts as inactive or inconclusive.

smiles	CXXC DNA block	MBNL1-CUG inh	hERG WT inh	Integrin act MD	GALK inhibitor	KCNH2 3.1 block	TRPV1 agonist	S-ASM inh	A-T KAP1 phos	Coupling enz
O=C(Nc1ccnn1C1CCN(Cc2ccc(F)cc2)CC1)C1CC1	0%	-7%	24	-12%	-3%	0	6	8%	10%	0
CC(C)C1Nc2ccc(C(=O)O)cc2C2C=CCC21 (stereo not drawn)	-15%	u	-12	-19%	-2%	14	3	7%	11%	-5
Nc1nonc1C(=O)NCCNS(=O)(=O)c1ccc(F)cc1	4%	-9%	3	6%	0%	2	0	4%	1%	-2
Cc1oc(-c2cc(F)cc(F)c2)nc1CN1CCN(C(=O)c2ccco2)CC1	-1%	8%	-6	-9%	3%	2	2	0%	10%	1
COC(=O)[C@@]1(Cc2ccccc2)C=C[C@@H](C)N1C(C)=O	x	x	1	10%	x	9	x	-2%	x	1
CCOC(=O)n1cc(-c2cnc(CNC(=O)C(C)(c3ccccc3)c3ccccc3)o2)c2ccccc21	18%	6%	-40	21%	x	-73*	-1	-4%	3%	-2
CN(CC(=O)Nc1ccc(N2CCOCC2)cc1)C(=O)CCCOc1ccc(Cl)cc1Cl	x	x	1	-16%	x	-13	8	-4%	-5%	x
O=C(Nc1ccc2c(c1)OCCO2)C1CCCN(S(=O)(=O)c2cnc[nH]2)C1 (stereo not drawn)	0%	0%	3	3%	0%	2	-4	4%	5%	3
O=C(COC(=O)CNS(=O)(=O)c1ccc(Br)cc1Cl)NCCc1ccccc1	-8%	1%	-8	-1%	-5%	x	2	-2%	-6%	x
CCC1C(=O)N=C(SCC(=O)NC2CCCCC2)NC1=O (stereo not drawn)	-8%	-4%	2	16%	0%	5	-7	4%	11%	-1
COc1ccc(N2CCN(c3nc(Nc4ccc(F)cc4)nc(OC)n3)CC2)cc1	15%	-7%	x	x	-4%	x	1	x	1%	x
O=c1[nH]cnc(O)c1C(c1cccc([N+](=O)[O-])c1)c1c(O)nc[nH]c1=O	-4%	x	-8	-14%	-1%	-17	0	1%	-1%	-2
CCOc1cccc(CN2CCC(Oc3ccc(C(=O)N4CCCC4)cc3)CC2)c1	0%	-6%	12	-21%	7%	9	7	3%	-12%	x
Clc1ccc(-c2csc3ncnc(Cl)c23)cc1	36%[activator]	6%	3	-34%	1%	2	-8	-1%	-5%	0
CCOc1ccc2noc3c2c1C(=O)c1ccccc1-3	u	u	-2	-13%	2%	7	u	2%	-8%	-45*
Cc1sc(NC(=O)C2CCCCC2C(=O)O)c(C(N)=O)c1C (stereo not drawn)	1%	-5%	-21	28%	1%	17	3	6%	-2%	4
CCc1nc(OCCN(C)C)c2oc3ccccc3c2n1	-3%	-16%	4	-19%	-1%	2	4	1%	5%	1
CCOC(=O)Cn1c(=O)cc(C)c2cccc(C)c21	2%	2%	1	-23%	-2%	-1	3	-3%	10%	-7
COCCOC(=O)C1=C(C)NC(=O)NC1c1ccc(Cl)cc1 (stereo not drawn)	0%	-1%	1	8%	10%	5	0	0%	-1%	0
COc1ccccc1CN1CC(C(=O)N2CCN(c3ccc(F)cc3)CC2)CC1=O (stereo not drawn)	-1%	-2%	-7	-28%	1%	0	-3	3%	x	3
CN(C)c1nc(NCc2ccccc2)nc(SCC(=O)Nc2ccccc2Cl)n1	-3%	-10%	-4	-11%	x	-11	9	-8%	5%	1
N#CC1=C(SCc2ccccc2)NC(=O)C(C#N)C12CCCC2 (stereo not drawn)	2%	-6%	-2	11%	-1%	3	12	-1%	-2%	5
O=S(=O)(Nc1ccc(-c2nc3ccccc3o2)cc1)c1ccccc1	15%	0%	0	-10%	2%	13	1	18%	16%	6
O=C(CNS(=O)(=O)c1ccccc1Br)OCC(=O)N1CCc2ccccc21	11%	-1%	-13	-16%	3%	2	0	-4%	x	1
CCOc1ccc(-n2c(SC(C)C)nc3c(c2=O)SCC3)cc1	-2%	u	-14	-10%	-3%	3	-2	-11%	2%	6
CC1CN=C(N(C(=O)Nc2ccccc2)C(C)C)S1 (stereo not drawn)	-8%	-2%	-4	9%	-3%	-1	0	-2%	2%	0
Cc1cc(NC(=O)c2cccs2)cc(-c2nc3ncccc3o2)c1O	-9%	-7%	-2	14%	6%	1	-1	-17%	42%	x
Cc1ccccc1C(=O)Nc1scc(-c2ccc(Br)cc2)c1C(=O)O	x	x	-4	2.8µM*	x	6	x	-1%	x	x
Cc1ccc(O)c(CP(=O)(c2ccccc2)c2ccccc2)c1	1%	-3%	-13	-19%	3%	9	3	-3%	6%	-4
Cc1ccc2[nH]c3c(=O)n(N)c(=O)[nH]c3c2c1	6%	u	-13	-11%	x	-6	0	470%[activator]	2%	0
COC(=O)c1cccnc1NC(=S)NNC(=O)c1ccncc1	-15%	42%[activator]	0	2%	1%	-3	-1	2%	0%	-30
O=c1cc(-c2ccsc2)oc2ccc(-c3ccc4cc[nH]c4c3)cc12	x	x	4	13%	x	-20	x	u	-1%	x
Brc1ccc(-c2nnc(-c3ccco3)o2)cc1	-8%	11%	34	8%	4%	5	u	-2%	-2%	3
CCOC(=O)c1ccc(NC(=O)c2c(N)n(C)c(=O)[nH]c2=O)cc1	x	x	-12	12%	x	-21	x	3%	x	x
Cc1cccc(C(=O)N2CCC(Cc3ccccc3)CC2)c1[N+](=O)[O-]	14%	x	13	3%	0%	-21	12	0%	13%	5
O=S(=O)(c1cc(Cl)ccc1Cl)n1cccn1	-2%	0%	-5	15%	7%	-18	-2	4%	3%	2
CCOC(=O)C(CC(=O)O)N1CCCCC1 (stereo not drawn)	-5%	-3%	0	-1%	-2%	3	x	1%	2%	1
CCN(CC)CCNC(=O)c1ccc(NC(=O)C2CCN(S(=O)(=O)c3ccc4c(c3)OCCO4)CC2)cc1	x	x	-1	-12%	x	15	0	2%	-4%	x
COc1cc(C(=O)Nc2c(C(=O)O)[nH]c3ccccc23)cc(OC)c1OC	-1%	14%	-6	u	2%	4	-2	0%	-2%	-3
COc1ccc(N=Cc2c(O)n(-c3cccc(C)n3)c(=O)c3ccccc23)c(OC)c1	u	9%	4	2%	x	4	7	-1%	5%	-1
Cc1ccc(-c2cc(C(=O)Nc3cccnc3)[nH]n2)c(O)c1C	2%	-17%	30	1%	-1%	7	u	-7%	-38%	-1
CCN1CCN(C(=O)c2ccc(COc3cccc(Cl)c3)o2)CC1	1%	-10%	16	4%	1%	4	10	2%	2%	5
COc1ccc(OC)c(NC(=O)c2cc(-c3cc(C)ccc3O)n[nH]2)c1	4%	-3%	-9	-70%[inhibitor]	-1%	-14	3	11%	-5%	0
Nc1c(C(=O)O)cnn1-c1ccccc1	20%	0%	-7	17%	1%	-3	-2	-2%	1%	0
COC(=O)c1ccc(CN2CCc3ccc(NC(=O)c4ccncc4)cc3C2)cc1	-10%	11%	15	-38%	-8%	-5	u	13%	5%	x
Cc1cccc(NC(=S)/N=C(\N)Nc2nc(C)c3ccccc3n2)c1	1%	10%	4	-7%	2%	-4	-6	-9%	x	0
CCc1nc(C)cn1S(=O)(=O)c1cc(OC)c(C)cc1C	0%	-2%	-3	12%	3%	16	10	6%	2%	-3
COC(=O)c1c(C)[nH]c(C)c1-c1ccccc1	5%	3%	38	-4%	-1%	-4	-1	4%	2%	0
O=C(CC1SC(=O)N(Cc2ccccc2)C1=O)Nc1nccs1 (stereo not drawn)	-1%	-5%	-4	-7%	-1%	-2	0	2%	1%	1
